Bioassay records from PubChem.
p53 reactivator – re-activators of mutant p53; hit rate 0.063% among 320,000; H1299 p53-A138V BP100-luciferase reporter, luminescence, 24 h; Potency, µM (series often up to 92.2 µM), inactives show at the highest dose activity change, positive = activation, actives largely listed as activators; further: % of control where 0% means no effect; nearly all actives have a fitted effect of over 45% in size
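H1299 (p53-null), stable ts p53-A138V + BP100-Luc; 1000 cells/well, Opti-MEM/10% FBS; cpd 4 pt, 1:5; 24 h, 37 deg C, 5% CO2; detection reagent 10 min RT; luminescence.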
CXXC DNA block – inhibitors of human MLL CXXC domain-DNA interaction; MLL-CXXC / FITC-HOXA9 DNA fluorescence polarization; hit rate 0.037% among 290,000; Potency, µM (doses to about 115 µM), inactives show top-dose activity change, negative = inhibition, usual class: inhibitors; active means well fitted inhibition curve with a large enough effect in the polarisation, with a control signal flat, not every such curve was filed as active; inconclusive means small, poorly fitted or top-dose-only effect, or effect the other way, or a change in a side signal; inactive means no such curve, though single readings can be large or run the other way; the % refers to the polarisation
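Purified MLL-CXXC (added from a 7 uM solution) was preincubated 5 min at ambient with pinned compounds in 50 mM Tris-HCl pH 7.5, 50 mM NaCl, 1 mM DTT, 0.05% BSA. Fluorescein-labeled HOX-A9 DNA (50 nM solution) followed, 30 min, then polarization read.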
FLuc counter – counter-screen for miR-21 project: firefly luciferase inhibitors or activators. Potency, µM (top dose mostly 57.5 µM), for the others: top-dose activity change, negative = inhibition, usual class: inhibitors. P08659. AID 588342. purified FLuc, Km substrates, luminescence inhibition. hit rate 6.9% among 360,000;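 further: plate controls were vehicle for no effect and reference inhibitor for full effect; nearly all actives have a fitted effect of over 55% in size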
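Purified P. pyralis luciferase, 10 nM final, with Km-level 10 uM D-luciferin and 10 uM ATP in 50 mM Tris acetate pH 7.5, 10 mM Mg acetate, 0.01% Tween-20, 0.05% BSA; 6-point qHTS titration about 60 µM downward; luminescence read.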
ELG1 genotox – genotoxicity induction in ELG1-luciferase HEK293T cells; HEK293T ELG1-luciferase reporter, luminescence, 16 h; Potency, µM (series often up to 46 µM), without a hit: at the top dose activity change, positive = activation, usual class: activators; hit rate 1.3% among 330,000; further: % of control where 0% means no effect; nearly all actives have a fitted effect of over 60% in size
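HEK293T cells expressing luciferase-tagged ELG1 were exposed to compound or DMSO vehicle for 16 hr at 37 °C and 5% CO2. Luciferase activity was then measured with ONE-Glo after 30 min at room temperature.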
RORgamma inh – blocks mouse ROR gamma transcriptional activity; P51450; Drosophila S2 Gal4-RORgamma UAS-luciferase reporter, 20 h; Potency, µM (top dose mostly 53.6 µM), inactives show at the highest dose activity change, negative = inhibition, usual class: inhibitors; hit rate 5.4% among 310,000; further: on the % scale 0 is the no-effect control and ±100 the full control effect; nearly all actives have a fitted effect of over 60% in size
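Luminescence from a UAS-regulated Photinus luciferase reporter in stably transfected Drosophila Schneider cells is measured; decreased signal marks ROR gamma inhibition. Fusion expression is induced by 700 uM copper sulfate for 20 hr.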
NPC1 promoter act – activates the NPC1 promoter | Huh7 NPC1 promoter luciferase reporter, 24 h | Potency, µM (series often up to 9.22 µM), for the others: top-dose activation, hits mostly activators | hit rate 2.4% among 320,000 | AID 485313;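 further: % of control where 0% means no effect; nearly all actives have a fitted effect of over 60% in size; reporter is driven by a mutant NPC1 promoter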
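Compounds in DMSO were transferred onto Huh7 NPC1-luciferase reporter cells pre-incubated 2 h; after 24 h at 37 °C, Amplite reagent was dispensed and luminescence recorded 10 min later.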
Rab9 prom act – Rab9 promoter activation | hit rate 2.8% among 320,000 | Potency, µM (highest dose often 9.22 µM), for the others: at the top dose activation, negative = inhibition, usual class: activators | Huh7 Rab9 promoter-luciferase reporter, luminescence, 24 h; further: % of control where 0% means no effect; nearly all actives have a fitted effect of over 60% in size
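Promoter activation is measured as luciferase luminescence in Huh7 cells stably transfected with a Rab9 promoter–luciferase construct, following 24 h compound exposure at 37 °C and 10 min reagent incubation at ambient temperature.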
uPA generation – blocks generation of uPA at the cell surface | cell surface uPA generation assay, qHTS | Potency, µM (titrated, usually from 38.3 µM), for inactives: top-dose activity change, negative = inhibition, usual class: inhibitors | hit rate 0.31% among 330,000; active means well fitted inhibition curve with a large enough effect; inconclusive means small, poorly fitted or top-dose-only effect; inactive means no such curve, though single readings can be large or run the other way; tested in mouse RAW 264.7 cells; further: on the % scale 0 is the no-effect control and ±100 the full control effect; nearly all actives have a fitted effect of over 55% in size
MBNL1-CUG inh – blocks human MBNL1 binding to CUG repeat RNA; AID 2675; Q9NR56; Potency, µM (doses to about 57.5 µM), inactives show at the top dose activity change, negative = inhibition, hits mostly inhibitors; TR-FRET MBNL1-His/biotin-(CUG)12 binding, 665/545 ratio; hit rate 0.036% among 280,000; active means well fitted inhibition curve with a large enough effect in the signal ratio, with a control signal flat, not every such curve was filed as active; inconclusive means small, poorly fitted or top-dose-only effect, or effect the other way, or a change in a side signal; inactive means no such curve, though single readings can be large or run the other way; the % refers to the signal ratio; further: on the % scale 0 is the no-effect control and ±100 the full control effect
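Compound titration spanned 92 nM–58 uM against the MBNL1-His/biotin-(CUG)12 complex. After 60 min at room temperature with 5 nM streptavidin-XL665 and 0.055 ng/ul terbium anti-His, ratiometric 665/545 nm emission (Ex 340 nm) normalized to controls.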
BRCA1 expr act – BRCA1 expression activation. AID 624202. MCF7-BRCA1-FFLuc reporter, luminescence, 48 h; response scale: scaled: vehicle 0%, 10 µM genistein 100%. Potency, µM (highest dose often 46.1 µM), for the others: at the highest dose activation, most hits filed as activators. hit rate 1.1% among 380,000; further: nearly all actives have a fitted effect of over 80% in size; some results filed as inactive show a strong effect at the top dose
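Cells: MCF7-BRCA1-FFLuc, 2000/well. Exposure: 48 h, 37 °C, 5% CO2. Read: luminescence, 15 min post-substrate. Controls: genistein 10 microM (maximal activation), DMSO (neutral).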
Gal4-VP16 FLuc – counter-screen for ROR gamma inhibitors: Gal4-VP16 reporter; Potency, µM (series often up to 53.6 µM), inactives show top-dose activity, negative = inhibition, most hits filed as inhibitors; AID 2546; hit rate 3.5% among 310,000; Drosophila S2 Gal4-VP16 UAS-luciferase, luminescence, 20 h;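 further: Gal4-VP16 expression switched on by copper sulfate through the metallothionein promoter; on the % scale 0 is the no-effect control and ±100 the full control effect; nearly all actives have a fitted effect of over 50% in size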
* hit, by the source's call; ? = inconclusive; · = no result given. Unless noted, the call rests on the fitted dose curve; in most records, active means well fitted curve in the direction sought with a large enough effect; inconclusive means small, poorly fitted or top-dose-only effect, or another doubt; inactive means no such curve, though single readings can be large; an effect the other way counts as inactive or inconclusive. Potency means the concentration at half of the fitted maximal effect. Only part of the results is shown. The share of hits here may be higher or lower than overall.

nr | Molecule | CXXC DNA block | BRCA1 expr act | MBNL1-CUG inh | Rab9 prom act | Gal4-VP16 FLuc | p53 reactivator
1 | CCCOc1ccc(C(=O)Nc2ccc3c(c2)OCO3)cc1 | -7.4% | 3.16µM* | 3.3% | 2.82µM* | 0.1% | 3.0%
2 | O=C(NCc1ccc2c(c1)OCO2)c1ccc2c(c1)C(=O)N(Cc1cccnc1)C2=O | 2.0% | 9.4% | ? | -2.9% | -11.6% | 4.7%
3 | CCOC(=O)c1c(-c2ccco2)csc1NC(=O)COC(=O)c1cnc(C)cn1 | · | -0.7% | · | 8.5% | · | 1.0%
4 | Cc1cc(C2=CC(=O)C[C@H](c3ccc4c(c3)OCO4)C2)ccc1F | · | 0.0% | · | -3.2% | · | -1.6%
5 | Cc1cccc(NC(=O)CN2CCN(CC(=O)Nc3ccc(-c4ccccc4)cc3)CC2)c1C | -4.5% | -14.3% | -2.4% | 1.5% | -4.2% | -3.7%
6 | CN(C)S(=O)(=O)c1cccc(NC(=O)COC(=O)COc2ccccc2[N+](=O)[O-])c1 | 0.2% | 12.6% | 8.1% | -4.7% | 7.7% | 2.6%
7 | Cc1ccc(N2CC(C(=O)NCc3ccco3)CC2=O)cc1Cl (stereo not given) | 0.4% | -2.7% | 7.3% | -6.1% | -8.8% | 7.2%
8 | CCCn1c(=O)c(C(=O)NCc2ccc3c(c2)OCO3)c(O)c2ccccc21 | 1.3% | -14.4% | -2.4% | -3.1% | ? | ·

nr | uPA generation | ELG1 genotox | FLuc counter | NPC1 promoter act | RORgamma inh
1 | ? | 2.31µM* | 2.13µM* | 1µM* | 29.6%
2 | 1.4% | -2.2% | -1.5% | 1.0% | 4.2%
3 | -4.8% | 0.3% | 0.9% | 5.1% | ·
4 | 10.3% | 0.6% | -6.3% | 1.1% | ·
5 | -5.3% | -9.8% | 2.0% | 0.2% | ?
6 | 3.6% | 4.0% | 0.6% | -1.9% | -11.9%
7 | -27.2% | -2.5% | 3.5% | 0.6% | 21.5%
8 | 10.3% | -5.5% | 5.2% | 2.4% | 12.6µM*

An excerpt of these results, with one line to a screen.
[1] CCCOc1ccc(C(=O)Nc2ccc3c(c2)OCO3)cc1
[2] O=C(NCc1ccc2c(c1)OCO2)c1ccc2c(c1)C(=O)N(Cc1cccnc1)C2=O
[3] CCOC(=O)c1c(-c2ccco2)csc1NC(=O)COC(=O)c1cnc(C)cn1
[4] Cc1cc(C2=CC(=O)C[C@H](c3ccc4c(c3)OCO4)C2)ccc1F

Assay by compound	1	2	3	4
CXXC DNA block	-7.4%	2.0%	·	·
BRCA1 expr act	3.16µM*	9.4%	-0.7%	0.0%
MBNL1-CUG inh	3.3%	?	·	·
Rab9 prom act	2.82µM*	-2.9%	8.5%	-3.2%
Gal4-VP16 FLuc	0.1%	-11.6%	·	·
p53 reactivator	3.0%	4.7%	1.0%	-1.6%
uPA generation	?	1.4%	-4.8%	10.3%
ELG1 genotox	2.31µM*	-2.2%	0.3%	0.6%
FLuc counter	2.13µM*	-1.5%	0.9%	-6.3%
NPC1 promoter act	1µM*	1.0%	5.1%	1.1%
RORgamma inh	29.6%	4.2%	·	·

The listing continues:
nr | Molecule | CXXC DNA block | BRCA1 expr act | MBNL1-CUG inh | Rab9 prom act | Gal4-VP16 FLuc | p53 reactivator
9 | CC(=O)c1cccc(NC(=O)C(=O)Nc2cccc3ccccc23)c1 | -8.9% | 60.6% | 6.6% | 2.51µM* | ? | -1.9%
10 | CN1CCCC(CC2Oc3ccccc3Sc3ccccc32)C1 (stereo not given) | 17.9% | -64.9% | -1.8% | -1.1% | -16.3% | -12.4%
11 | O=C1N(c2ccccc2)c2ccccc2C1(O)C(F)(F)F (stereo not given) | -0.5% | 11.7% | -3.5% | -5.0% | -8.9% | -4.9%
12 | COc1ccc(/C=C/C=N/NC(=O)COc2ccc(OC)cc2)cc1 | -0.8% | 14.2% | 19.7% | 19.3% | 10.1% | 13.2%
13 | Cc1ccc(SCCOCCN2CCc3ccccc3C2)cc1 | 4.0% | -7.0% | 3.7% | -0.1% | -5.5% | 5.6%
14 | CCC(C)(C)NC(=O)C(c1cccn1C)N(C(=O)Cn1nnc2ccccc21)c1ccc(OC)cc1 (stereo not given) | 6.1% | -10.1% | 2.0% | -1.3% | -18.2% | 3.0%
15 | COc1cc(CNC(=O)CCn2nc(C)c3c(C)n(-c4ccccc4)nc3c2=O)cc(OC)c1OC | 5.4% | -10.6% | -0.6% | -4.5% | -5.8% | -2.2%
16 | CC(=O)Nc1ccc(S(=O)(=O)Nc2nnc(CC(C)(C)C)s2)cc1 | -13.2% | -11.1% | ? | 11.9% | -0.5% | 6.3%
17 | CCOc1ccc(NC(=O)c2cc3ccccc3cc2O)cc1 | 21.6% | ? | 0.6% | 2.82µM* | -26.7% | 26.4%

nr | uPA generation | ELG1 genotox | FLuc counter | NPC1 promoter act | RORgamma inh
9 | 4.8% | 15.7% | ? | ? | ?
10 | -6.7% | -2.5% | 0.0% | 0.1% | -24.4%
11 | 9.2% | -1.8% | -1.0% | -5.1% | 14.7%
12 | -6.4% | 1.0% | 4.78µM* | 13.1% | -38.7%
13 | ? | -9.2% | 0.1% | -1.0% | 8.7%
14 | 5.8% | -3.4% | -2.5% | -1.5% | -3.4%
15 | 14.8% | 4.4% | 2.2% | -0.2% | -6.0%
16 | -1.4% | 17.1% | -16.0% | 4.7% | 7.2%
17 | ? | ? | 0.757µM* | ? | -24.1%
